Source: PubChem
KCNQ1 act = potentiators or activators of human KCNQ1 potassium channel | P51787 | CHO-K1 KCNQ1, thallium flux FluxOR fluorescence; hits give high values | B-score at 10 µM | 310,000 compounds, 0.35% hits;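 active = fluorescence ratio B-score, a plate-corrected score, at least three library SD, with initial intensity B-score within 5 SD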
Target sequence (P51787 whole entry, looked up): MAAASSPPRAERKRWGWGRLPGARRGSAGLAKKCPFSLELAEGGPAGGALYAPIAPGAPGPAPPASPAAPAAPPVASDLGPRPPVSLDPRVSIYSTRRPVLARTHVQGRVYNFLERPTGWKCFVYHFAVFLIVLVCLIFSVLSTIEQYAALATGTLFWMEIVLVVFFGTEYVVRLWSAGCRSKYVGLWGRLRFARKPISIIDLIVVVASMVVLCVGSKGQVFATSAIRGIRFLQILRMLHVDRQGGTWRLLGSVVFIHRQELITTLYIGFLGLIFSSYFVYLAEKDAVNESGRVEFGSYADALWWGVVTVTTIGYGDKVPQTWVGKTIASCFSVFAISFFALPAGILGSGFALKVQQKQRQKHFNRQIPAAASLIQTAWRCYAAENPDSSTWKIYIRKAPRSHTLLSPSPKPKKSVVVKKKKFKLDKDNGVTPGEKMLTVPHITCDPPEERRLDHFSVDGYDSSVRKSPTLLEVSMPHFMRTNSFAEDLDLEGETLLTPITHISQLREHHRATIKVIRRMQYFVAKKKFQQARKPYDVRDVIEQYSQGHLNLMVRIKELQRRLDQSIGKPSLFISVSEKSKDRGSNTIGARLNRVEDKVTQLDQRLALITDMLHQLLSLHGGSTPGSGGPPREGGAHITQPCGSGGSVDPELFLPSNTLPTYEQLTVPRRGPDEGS
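Test system: CHO-K1 cells stably expressing KCNQ1 / Medium: assay buffer / Also added: depolarizing K+/Tl+ stimulus, K2SO4 and Tl2SO4 each 12.5 mM in 5x stock / Incubation: 90 min dye loading and 20 min compound exposure, both at room temperature / Signal: thallium influx via FluxOR fluorescence, kinetic imaging / Evaluation: B score of baseline-normalized fluorescence ratio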
Dyrk1A ADPGlo = inhibitors of rat Dyrk1A kinase; ADP-Glo luminescence, NFATc1 peptide; inhibition, % at 12.5 µM; 310,000 compounds, 0.43% hits; AID 504441; in the data active = inhibition above about 50%;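 note: plate controls were vehicle with enzyme for no effect and no enzyme for full effect; many of its hits are not listed in these tables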
GSK3beta inhib = inhibitors of human GSK3beta kinase. P49841. GST-GSK3beta kinase, ADP-Glo luminescence, 60 min; hits give low values. activity score (negative = inhibition), % at 10 µM. 300,000 compounds, 0.038% hits. AID 2097;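 active = more than half of replicate wells score below -50%, meaning over 50% inhibition versus plate controls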;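 note: 0% = median DMSO wells and -100% = median GW8510 positive control wells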
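test system = GST-tagged human GSK3beta kinase, cell-free | reagent = 25 µM ATP with peptide substrate | dosing = one dose of 10 µM per compound | schedule = 60 min reaction, RT | detection = luminescent ADP-Glo measurement of ADP formed | control set = DMSO neutral wells and GW8510 at 20 µM as positive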
KCNQ1 block = inhibitors of human KCNQ1 potassium channel; B-score at 10 µM; 310,000 compounds, 1.3% hits; CHO-K1 KCNQ1, FluxOR thallium flux fluorescence; hits give high values; P51787; AID 2642;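 active = compounds whose thallium flux B-score, printed positive for inhibition, exceeds three library SD while starting fluorescence stays within three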;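 note: channel opened by potassium depolarization with thallium stimulus after 20 min compound exposure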
KCNK3 inh = human KCNK3 channel inhibition, primary screen; CHO-KCNK3 thallium flux, FluxOR fluorescence; hits give low values; B-score at 10 µM; 340,000 compounds, 0.84% hits; O14649;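 active = B-score under library mean minus 4 SD, starting fluorescence ratio at most library mean plus 5 SD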;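 note: more negative B-score means stronger inhibition of thallium flux through KCNK3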
KCNK9 inh = inhibitors of human KCNK9 two-pore domain potassium channel | Q9NPC2 | HEK293 KCNK9, FluxOR thallium flux fluorescence; hits give low values | B-score at 10 µM | 310,000 compounds, 1.2% hits | AID 488922;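 active = ratio B-score over 3 SD below the library mean, with starting fluorescence within 5 SD of its mean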;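 note: negative B-score means less thallium flux so channel inhibition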
RGS4 pot = potentiators or activators of RGS4; HEK293 M3R/inducible RGS4, carbachol calcium flux Fluo4; hits give low values; B-score at 10 µM; 310,000 compounds, 0.92% hits; AID 463111;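 active = B-score of the integrated calcium signal more than 4 SD below the library mean, with starting fluorescence not abnormally high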;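 note: negative B-score means reduced calcium response which marks RGS4 activation or potentiation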
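Assay system: HEK293 FlpIn-TREx cells, stable M3R, doxycycline-inducible RGS4 / Probe or stimulus: carbachol, ECmax concentration / Times: overnight RGS4 induction, 30 min dye load 37 °C, 20 min compound RT / Signal: kinetic calcium fluorescence imaging with Fluo4-AM dye, 2 µM / Measure: Agonist-evoked peak-minus-minimum fluorescence over baseline, integrated ratio, B score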
hERG rescue = hERG (human) protection from proarrhythmic block; CHO-hERG, FluxOR thallium flux, dofetilide IC70 present; activation (rescue from dofetilide block), less the hit threshold, % at 10 µM; 310,000 compounds, 0.51% hits;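 active = activation above the mean of controls blocked by dofetilide plus 5 SD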;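 note: thallium influx through hERG after potassium depolarization seen as dye fluorescence rise; in these data hits start at about 4.7%; inactives centre near -7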
RGS4 inh = inhibitors of human RGS4 | B-score at 10 µM | AID 463165 | 310,000 compounds, 0.45% hits | HEK293 M3R/RGS4 inducible, Fluo-4 calcium flux; hits give high values; triggered by carbachol at its EC20;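 active = B-score, a plate-corrected calcium signal, over three deviations above library mean, with baseline fluorescence within five deviations of library mean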;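 note: RGS4 expression induced by doxycycline in cells with stable M3 receptor; B-score is computed from the integrated fluorescence ratio over baseline after carbachol; higher B-score means a larger calcium signal and so more RGS4 inhibition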
Target sequence (P49798 whole entry, looked up): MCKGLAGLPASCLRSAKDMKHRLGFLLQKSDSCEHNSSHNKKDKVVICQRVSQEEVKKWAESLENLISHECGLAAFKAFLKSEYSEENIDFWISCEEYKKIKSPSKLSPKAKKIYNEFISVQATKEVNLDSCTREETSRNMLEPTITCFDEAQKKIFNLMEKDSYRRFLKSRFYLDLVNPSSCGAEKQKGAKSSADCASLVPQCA
GSK3 alpha inh = inhibitors of human GSK-3 alpha kinase. inhibition, % at 10 µM. AID 2650. 320,000 compounds, 0.1% hits. P49840. ADP-Glo luminescence, 60 min;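 in the data active = inhibition above about 50%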;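 note: GST-tagged GSK-3 alpha with peptide substrate and 25 µM ATP; 0% = DMSO neutral wells and 100% = GW8510 positive control wells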
PolyA inh = yeast polyadenylation inhibition; S. cerevisiae SKY197-pL101 polyadenylation reporter, beta-gal luminescence; efflux-impaired pdr1/pdr3 knockout yeast; score 100 = 6 SD above DMSO; calls only at 12 µM; 300,000 compounds, 0.02% hits;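 active = lowest replicate activity score at least 50, where 100 means six control SD above control mean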;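 note: yeast exposed to compound for 9 h at 30 °C; higher score means more reporter readthrough which indicates perturbed polyadenylation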
Active calls of the source: *; i = inactive; . = not tested or not shown; & = joins results of further samples; ! = a repeat was not active. Not all compounds are listed. The share of hits here may be higher or lower than overall.

Short keys – A = KCNQ1 act; B = Dyrk1A ADPGlo; C = GSK3beta inhib; D = KCNQ1 block; E = KCNK3 inh; F = KCNK9 inh; G = RGS4 pot; H = hERG rescue; I = RGS4 inh; J = GSK3 alpha inh; K = PolyA inh
> COCCOC(=O)c1c(N)n(Cc2ccc(OC)cc2)c2nc3ccccc3nc12
  A = i	B = -9.7	C = -2.1	D = i	E = i	F = i	G = i	H = -11.5	I = i	J = 1.0	K = i

> CC1CN(c2ccc([N+](=O)[O-])c(N3CCCCC3)c2)CCN1 (stereo not given)
  A = i	B = -2.9	C = 1.8	D = i	E = i	F = i	G = i	H = -2.1	I = i	J = -0.9	K = i

> CCOC(=O)C1=C(N)OC2=C(C(=O)CCC2)C12C(=O)N1c3c(ccc(C)c32)C(C)=CC1(C)C (stereo not given)
  A = i	B = 2.9	C = 0.3	D = i	E = i	F = i	G = i	H = -13.6	I = i	J = 0.9	K = i

> O=c1c2ccccc2[nH]c(=S)n1-c1ccc2c(c1)OCCO2
  A = i	B = 7.2	C = 3.3	D = i	E = i	F = i	G = i	H = -1.0	I = i	J = 2.0	K = i

> CCOc1cccc(OCC)c2c(C)[n+](CC3CCCO3)c(C)c1-2 (stereo not given)
  A = i	B = 32.7	C = 2.4	D = i	E = i	F = i	G = i	H = -10.7	I = i	J = -2.7	K = i

> O=C(c1cc2cc(Br)ccc2[nH]1)N1CCC2(CC1)OCCO2
  A = i	B = -3.6	C = 4.8	D = i	E = i	F = i	G = i	H = -7.3	I = i	J = -2.6	K = i

> CCCCn1c(O)c(C(C)=NCCc2c[nH]c3ccccc23)c(=O)[nH]c1=O
  A = i	B = .	C = -4.1	D = i	E = i	F = i	G = i	H = -9.4	I = i	J = 5.3	K = i

> Cc1ccccc1-n1c(O)c(/C=N/NC(=O)c2ccccc2O)c(=O)[nH]c1=S
  A = i	B = 8.4	C = 2.4	D = i	E = i	F = i	G = i	H = -20.7	I = i	J = -0.2	K = i

> NCCc1c[nH]c2ccc(F)cc12
  A = i	B = .	C = 2.2	D = i	E = .	F = i	G = i	H = -6.6	I = i	J = -1.0	K = i

> CN(C)C(=O)Oc1ccc2ccccc2c1Cl
  A = i	B = 0.5	C = 0.8	D = i	E = i	F = i	G = i	H = -10.8	I = i	J = 1.0	K = i

> CCCCN=Cc1c(O)n(-c2c(C)cc(C)cc2C)c(=O)[nH]c1=O
  A = i	B = 2.0	C = 7.0	D = i	E = i	F = i	G = i	H = -13.8	I = i	J = 9.2	K = i

> CC/C(=N\N1CCCCCC1)c1c(O)n(-c2ccc(C)cc2)c(=O)[nH]c1=O
  A = i	B = 6.4	C = 1.9	D = i	E = i	F = i	G = i	H = -8.4	I = i	J = -1.8	K = i

> CC(=O)c1ccc(NC2=NCCCS2)cc1
  A = i	B = -4.5	C = .	D = i	E = i	F = i	G = i	H = -6.1	I = i	J = -0.6	K = i

> CCN(CC)C(=O)c1ccc(NC(=O)CSc2nnnn2-c2cc(OC)ccc2OC)cc1
  A = i	B = -3.2	C = 0.2	D = i	E = i	F = i	G = i	H = -0.4	I = i	J = -9.9	K = i

> COc1ccc(N2C(=O)CC(=O)NC2=O)cc1
  A = i	B = 0.0	C = -0.7	D = i	E = i	F = i	G = i	H = -9.0	I = i	J = -2.1	K = i

The results go on.
| Molecule | KCNQ1 act | Dyrk1A ADPGlo | GSK3beta inhib | KCNQ1 block | KCNK3 inh | KCNK9 inh | RGS4 pot | hERG rescue | RGS4 inh | GSK3 alpha inh | PolyA inh |
| --- | --- | --- | --- | --- | --- | --- | --- | --- | --- | --- | --- |
| CCN(CC)CC(=O)Nc1ccc(Cl)cc1C(=O)c1ccccc1 | i | -0.9 | 3.7 | i | i | i | i | -9.0 | i | -2.6 | i |
| Nc1ccc([As](=O)(O)O)cc1 | i | 6.6 | 0.6 | i | i | i | i | -5.0 | i | -0.1 | i |
| CC(C)c1ccc(-n2c(O)c(/C=N/N3CCOCC3)c(=O)[nH]c2=S)cc1 | i | 7.9 | -0.8 | i | i | i | i | -3.3 | i | 1.2 | i |
| CCc1c(C)nc(N)nc1N1N=C1SC(C(C)=O)C(C)=O | i | . | -19.0 | i | i | i | i | -3.0 | i | -2.9 | i |
| O=C(N/N=C/c1c(O)n(CCC2=CCCCC2)c(=O)[nH]c1=O)c1ccccc1 | i | 2.6 | 3.2 | i | i | i | i | -10.9 | i | 0.0 | i |
| Cc1nn(Cc2ccccc2)c(Cl)c1C(=O)OCC(=O)N1CCCC1 | i | 2.5 | 1.5 | i | i | i | i | 1.1 | i | -1.7 | i |
| CC(=O)OCC[N+](C)(C)C | i | 9.1&-3.7&-2.7 | 0.1&-3.0&-1.7 | i | i | i | -7.55*! | -4.6&-4.0&-2.8 | i | -3.1&-1.8&-3.8 | i |

11 structures from above, sorted by formula weight, ascending.
| Molecule | KCNQ1 act | Dyrk1A ADPGlo | GSK3beta inhib | KCNQ1 block | KCNK3 inh | KCNK9 inh | RGS4 pot | hERG rescue | RGS4 inh | GSK3 alpha inh | PolyA inh |
| --- | --- | --- | --- | --- | --- | --- | --- | --- | --- | --- | --- |
| CC(=O)OCC[N+](C)(C)C | i | 9.1&-3.7&-2.7 | 0.1&-3.0&-1.7 | i | i | i | -7.55*! | -4.6&-4.0&-2.8 | i | -3.1&-1.8&-3.8 | i |
| Nc1ccc([As](=O)(O)O)cc1 | i | 6.6 | 0.6 | i | i | i | i | -5.0 | i | -0.1 | i |
| CC1CN(c2ccc([N+](=O)[O-])c(N3CCCCC3)c2)CCN1 (stereo not given) | i | -2.9 | 1.8 | i | i | i | i | -2.1 | i | -0.9 | i |
| CCc1c(C)nc(N)nc1N1N=C1SC(C(C)=O)C(C)=O | i | . | -19.0 | i | i | i | i | -3.0 | i | -2.9 | i |
| O=c1c2ccccc2[nH]c(=S)n1-c1ccc2c(c1)OCCO2 | i | 7.2 | 3.3 | i | i | i | i | -1.0 | i | 2.0 | i |
| CCCCN=Cc1c(O)n(-c2c(C)cc(C)cc2C)c(=O)[nH]c1=O | i | 2.0 | 7.0 | i | i | i | i | -13.8 | i | 9.2 | i |
| O=C(c1cc2cc(Br)ccc2[nH]1)N1CCC2(CC1)OCCO2 | i | -3.6 | 4.8 | i | i | i | i | -7.3 | i | -2.6 | i |
| CCCCn1c(O)c(C(C)=NCCc2c[nH]c3ccccc23)c(=O)[nH]c1=O | i | . | -4.1 | i | i | i | i | -9.4 | i | 5.3 | i |
| CC/C(=N\N1CCCCCC1)c1c(O)n(-c2ccc(C)cc2)c(=O)[nH]c1=O | i | 6.4 | 1.9 | i | i | i | i | -8.4 | i | -1.8 | i |
| CC(C)c1ccc(-n2c(O)c(/C=N/N3CCOCC3)c(=O)[nH]c2=S)cc1 | i | 7.9 | -0.8 | i | i | i | i | -3.3 | i | 1.2 | i |
| Cc1ccccc1-n1c(O)c(/C=N/NC(=O)c2ccccc2O)c(=O)[nH]c1=S | i | 8.4 | 2.4 | i | i | i | i | -20.7 | i | -0.2 | i |
